Screening results deposited in PubChem by several laboratories.
CCHF vOTU inh – CCHFV vOTU protease inhibitors, primary screen, biochemical, Pep-AMC substrate, fluorescence. Crimean-Congo hemorrhagic fever virus L polyprotein viral ovarian tumor (vOTU) protease …. inhibition, % at 11.5 µM. 370,000 tested, 0.55% active. AID 651958, 2012; in the data active = inhibition above about 30%; note: 0% = vehicle wells with enzyme and 100% = no enzyme wells
BoNT-F LC inh – BoNT/F light chain protease inhibitors, primary screen, biochemical, flow cytometry, MLPCN library | Botulinum neurotoxin type F light chain protease (Clostridium botulinum) | 360,000 tested, 0.22% active | inhibition, % at 10 µM | Multiplex microsphere protease cleavage assay | AID 588497, 2011; in the data active = inhibition above about 35%, passing the limit was not always enough; inconclusive = no clear call, values can overlap the other calls; note: plate controls were buffer without enzyme for full effect and enzyme alone for no effect
MazEF act – activators of E. coli MazEF toxin-antitoxin RNase, primary screen, biochemical, fluorescence, uHTS; FAM/BHQ RNA-DNA oligo cleavage fluorescence, 5 h; Endoribonuclease toxin MazF (Escherichia coli (strain K12)), P0AE70; activation, % at 20 µM; 350,000 tested, 0.32% active; in the data active = activation above about 50%
Anthrax LF prot – Bacillus anthracis LF protease inhibitors, primary screen, biochemical, multiplex microsphere, MLPCN library. Lethal factor (Bacillus anthracis), P15917. multiplex microsphere protease cleavage assay. inhibition, % at 10 µM. 360,000 tested, 0.12% active. AID 588501, 2011; note: plate controls were buffer without enzyme for full effect and enzyme alone for no effect
Target sequence (P15917 whole entry, looked up): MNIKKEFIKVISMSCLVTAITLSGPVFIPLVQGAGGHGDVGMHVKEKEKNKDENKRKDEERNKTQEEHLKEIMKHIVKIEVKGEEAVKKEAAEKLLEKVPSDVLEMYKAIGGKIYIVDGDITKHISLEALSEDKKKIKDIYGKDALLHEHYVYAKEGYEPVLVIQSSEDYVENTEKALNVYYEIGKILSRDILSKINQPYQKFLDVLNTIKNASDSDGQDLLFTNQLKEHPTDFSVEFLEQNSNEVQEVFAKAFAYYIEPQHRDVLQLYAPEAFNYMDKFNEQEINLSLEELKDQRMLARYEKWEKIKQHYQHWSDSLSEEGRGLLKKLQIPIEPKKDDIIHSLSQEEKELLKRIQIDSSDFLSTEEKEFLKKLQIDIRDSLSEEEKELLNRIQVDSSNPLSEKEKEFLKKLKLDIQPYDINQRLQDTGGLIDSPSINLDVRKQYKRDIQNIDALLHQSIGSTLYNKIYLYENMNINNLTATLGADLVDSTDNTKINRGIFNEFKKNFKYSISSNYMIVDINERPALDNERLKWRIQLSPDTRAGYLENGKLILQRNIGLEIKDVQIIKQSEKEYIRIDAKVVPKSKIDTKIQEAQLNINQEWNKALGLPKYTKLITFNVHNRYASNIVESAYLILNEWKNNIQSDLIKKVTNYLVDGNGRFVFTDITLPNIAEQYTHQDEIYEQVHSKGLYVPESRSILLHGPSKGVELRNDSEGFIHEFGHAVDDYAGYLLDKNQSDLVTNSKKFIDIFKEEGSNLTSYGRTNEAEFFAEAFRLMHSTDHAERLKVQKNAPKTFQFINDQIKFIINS
BoNT-A LC inh2 – BoNT/A light chain protease inhibitors, primary screen, biochemical, flow cytometry, MLPCN library; Botulinum neurotoxin type A light chain protease (Clostridium botulinum A str. ATCC 3502); multiplex microsphere protease substrate cleavage; inhibition, % at 10 µM; 360,000 tested, 0.17% active; AID 588499, 2011; note: plate controls were buffer without enzyme for full effect and enzyme alone for no effect
PrPC surface inh – inhibitors of human cell surface prion protein PrPC, primary screen, cell-based, TR-FRET; Major prion protein (Homo sapiens), P04156; TR-FRET read-out; inhibition, % at 13.8 µM; 370,000 tested, 0.43% active; AID 720596, 2013; in the data active = inhibition above about 24%; note: 0% = median of the test wells and 100% = reference compound wells
PriA SSB inh – inhibitors of Klebsiella pneumoniae PriA binding to SSB C-terminal tail, primary screen, biochemical, AlphaScreen; AlphaScreen SSBct-PriA binding, biotinylated peptide; inhibition, % at 33 µM; 430,000 tested, 0.6% active; AID 1272365, 2023; in the data active = inhibition mostly above about 37%, no sharp cut-off; inactive = mostly below about 20%;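 note: plate controls were negative control peptide for no effect and reference peptide for full effect; strong numbers were not always called active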
Rv3671c protease – Rv3671c serine protease inhibitors, primary screen, biochemical, fluorescence polarization, M. tuberculosis H37Rv; P9WHR9; inhibition, % at 5.96 µM; 320,000 tested, 0.048% active; AID 2606, 2010; in the data active = inhibition above about 38%;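 note: extracellular domain of Rv3671c used as enzyme; 0% = enzyme with DMSO and 100% = no enzyme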
VHR inh abs – VHR1 phosphatase inhibitors, primary screen, biochemical, absorbance, uHTS; AID 1654, 2009; inhibition, % at 13.3 µM; recombinant VHR phosphatase, pNPP absorbance; 290,000 tested, 0.52% active; Dual specificity protein phosphatase 3 (Homo sapiens), P51452; in the data active = inhibition above about 50%; note: some compounds called inactive have numbers as strong as hits
Target sequence (P51452 whole entry, looked up): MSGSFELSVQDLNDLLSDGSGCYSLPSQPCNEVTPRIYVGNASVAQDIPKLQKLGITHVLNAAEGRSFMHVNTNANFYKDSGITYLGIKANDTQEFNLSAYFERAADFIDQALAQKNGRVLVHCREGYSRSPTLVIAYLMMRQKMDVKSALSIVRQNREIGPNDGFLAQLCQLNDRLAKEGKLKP
SARS 3CLpro inh – SARS-CoV 3CLpro protease inhibitors, primary screen, biochemical, quenched FRET. Replicase polyprotein 1ab (Severe acute respiratory syndrome coronavirus), P0C6X7. recombinant SARS-CoV 3CLpro, quenched FRET peptide cleavage. inhibition, % at 6 µM. 290,000 tested, 0.14% active; in the data active = inhibition above about 12%
The depositor's hits bear a star; ? = inconclusive; / = not tested or not shown; & = joins results of further samples. Cut-off read from the data, not from the text of the source, unless noted: active = inhibition above about 30%; inconclusive = no clear call, values can overlap the other calls; inactive = below that. Not all compounds are listed, so the mix of outcomes need not match the whole.

SMILES | CCHF vOTU inh | BoNT-F LC inh | MazEF act | Anthrax LF prot | BoNT-A LC inh2 | PrPC surface inh | PriA SSB inh | Rv3671c protease | VHR inh abs | SARS 3CLpro inh
CCn1c(=O)c(C(=O)NCc2ccc(OC)c(OC)c2)c(O)c2ccccc21 | 1 | -3 | 0 | -1 | 0.4 | -4 | -11 | -2 | 12 | 4
CCOc1ccc(S(=O)(=O)Nc2ccccc2C(=O)N(C)C2CCN(C)CC2)cc1 | 0 | -10 | -2 | 2 | -1.3 | 0 | -7 | -3 | / | /
CCC(c1ccccc1)c1nc(-c2ccccn2)no1 (centres undefined) | -12 | -8 | 4 | 1 | 0.1 | 7 | -14 | -1 | 33 | 2
CC(=O)c1cccc(NC(=O)NNC(=O)c2ccc(Cl)cc2Cl)c1 | 8 | -4 | 7 | -6 | -0.2 | -4 | -11 | 9 | -14 | 4
Cc1ccc(CN(C)C(=O)c2cc(Br)c(Br)s2)o1 | -10 | 11 | -2 | 1 | 1.6 | -11 | 6 | 1 | 23 | -2
O=S(=O)(NCCCCCNS(=O)(=O)c1ccccc1)c1ccccc1 | 6 | 5 | -2 | 1 | 0.7 | 12 | -15 | 10 | 8 | 0
Cc1ccc(-n2cccc2/C=C2\C(=N)N3N=C(c4ccco4)SC3=NC2=O)cc1 | -15 | 6 | 0 | -2 | 0.3 | -4 | 8 | -7 | 92 | 7
O=C(NCC(F)(F)F)Nc1nnc(C(F)(F)F)s1 | 14 | -8 | 5 | 3 | 0.3 | 6 | 12 | -9 | -6 | -1
O=S(=O)(c1cccs1)N1CCN(c2ccccc2F)CC1 | 9 | 8 | 11 | -3 | 2.8 | -1 | -9 | -13 | -8 | 1
Cc1cc(C(=O)CSc2nnc(C3CC3)n2C2CC2)c(C)n1C(C)C | 14 | -4 | 4 | 2 | -1.2 | -5 | 8 | 0 | / | /
CC1CN1P(=O)(Oc1ccccc1)N1CC1C (centres undefined) | -15 | 4 | -13 | 1 | 0.3 | 7 | 2 | / | / | /
CCc1ccc(/C=C/c2c[nH]c3ccccc23)[n+](CC)c1 | -3 | 1 | -8 | -2 | -0.3 | -24 | 5 | 1 | 14 | -8
O=C(NCCCCNC(=O)c1c(Cl)cccc1Cl)c1c(Cl)cccc1Cl | -3 | / | 11 | / | / | -3 | -5 | -4 | / | /
C[C@H](CO)N1C[C@H](C)[C@@H](CN(C)C)Oc2c(NC(=O)CCC(F)(F)F)cccc2C1=O | 14 | 12 | 3 | -4 | 0.1 | 0 | -4 | 1 | / | /
COc1ccccc1-c1ccc(=O)n(CC(=O)NCC2CCCO2)n1 (centres undefined) | -2 | 3 | -16 | 4 | 0.7 | -2 | -8 | 5 | 6 | -1
NC(=O)c1cccc(-c2ccnc3c2CC(C(=O)NCc2ccccc2)O3)c1 (centres undefined) | 1 | -6 | / | -2 | -1.3 | -3 | / | / | / | /
Cc1ccc(C(=O)NNC(=O)CCC(=O)Nc2cc(C)on2)cc1 | 3 | 3 | 4 | 0 | 0.6 | -2 | 2 | -4 | -10 | -5
Cc1ccc(S(=O)(=O)N(CCC(=O)O)Cc2ccc(Cl)cc2)cc1 | 2 | -6 | 0 | -1 | 0.7 | -5 | -8 | 4 | 2 | 0
O=C(c1ccc(Cl)cc1Cl)C1(n2cncn2)Oc2ccccc2C1O (centres undefined) | 14 | -6 | -8 | -7 | -0.8 | 0 | 1 | -4 | 2 | 8
COc1ccc(N(Cc2cc(=O)[nH]c3ccccc23)C(C)=O)cc1 | 0 | -11 | 10 | -5 | 2.2 | 5 | 0 | 3 | 24 | -1
Cc1cccc(C)c1NC(=S)/C(=C(\[O-])c1cccs1)[n+]1ccccc1 | 7 | 4 | -3 | 8 | 7.9 | -3 | -2 | -4 | 7 | -3
CCc1cccc(C)c1NC(=O)c1cc(C)oc1C | / | 0 | -5 | -4 | 1.5 | / | -3 | 1 | 3 | 2
CCCCNC(=O)c1sc(=S)n2c1[nH]c(=O)c1ccccc12 | 9 | 0 | 1 | -3 | 0.1 | -5 | -20 | -3 | 20 | 6
CC(C)OP(=O)(OC(C)C)C(Nc1ccccc1)c1ccc2c(c1)OCO2 (centres undefined) | -5 | -7 | 3 | -6 | -0.3 | 1 | 3 | 0 | 33 | -1

Next part, overlapping the part above by three compounds.
SMILES | CCHF vOTU inh | BoNT-F LC inh | MazEF act | Anthrax LF prot | BoNT-A LC inh2 | PrPC surface inh | PriA SSB inh | Rv3671c protease | VHR inh abs | SARS 3CLpro inh
CCc1cccc(C)c1NC(=O)c1cc(C)oc1C | / | 0 | -5 | -4 | 1.5 | / | -3 | 1 | 3 | 2
CCCCNC(=O)c1sc(=S)n2c1[nH]c(=O)c1ccccc12 | 9 | 0 | 1 | -3 | 0.1 | -5 | -20 | -3 | 20 | 6
CC(C)OP(=O)(OC(C)C)C(Nc1ccccc1)c1ccc2c(c1)OCO2 (centres undefined) | -5 | -7 | 3 | -6 | -0.3 | 1 | 3 | 0 | 33 | -1
S=C(NCc1ccccc1)C(=S)NCc1ccccc1 | 0 | 0 | 2 | -8 | 0.1 | -7 | -22 | / | / | /
O=C(/C=C\c1ccccc1)Nc1nccs1 | 7 | -10 | -4 | -1 | -0.2 | -7 | -10 | -10 | 9 | -3
Cc1ccc(-c2cc(C(=O)Nc3cc(C)ccc3C)[nH]n2)c(O)c1 | 11 | -8 | -1 | -1 | 0.1 | 3 | -4 | -3 | 5 | -2
CCOC(=O)c1ccc(NC(=O)N2CCc3ccccc3C2)cc1 | -3 | -8 | 0 | -1 | 1.6 | 9 | 0 | 3 | 1 | -7
O=C(CCc1nc2ccccc2c(=O)[nH]1)Nc1nnc(SCc2ccccc2)s1 | -6 | -1 | -65 | 0 | -6.0 | -5 | -2 | -8 | / | /
O=C(Nc1c(C(=O)N2CCOCC2)cnn1-c1ccccc1)c1cccc(F)c1 | -7 | 2 | 2 | 3 | 2.2 | -6 | -7 | -3 | 47 | -7
O=C(NCc1ccccn1)c1ccc(-c2ccccc2)cc1 | 7 | -1 | 1 | -3 | -1.6 | -5 | -8 | 4 | -3 | 1
N=C1C(c2nc(-c3ccc(Cl)cc3)cs2)=C(O)CN1NC(=O)c1ccc(O)cc1 | 13 | -7 | 1 | 3 | -0.7 | 11 | -2 | -15 | 3 | 4
COc1cccc(C(=O)NC2=NCCS2)c1OC | -9 | -1 | 7 | -7 | ? | 1 | -6 | 0 | 23 | -1
Nc1ncnc2c1ncn2[C@@H]1O[C@H](C(=O)N2CCC(F)(F)CC2)[C@@H](O)[C@H]1O | -1 | 1 | / | -6 | 0.2 | 2 | / | / | / | /
O=C(CSc1ccc(-c2ccco2)nn1)NCc1ccc(F)cc1 | -10 | 6 | 2 | -4 | 1.8 | 3 | -6&-21 | 18 | -10 | 5
Cc1ccc2nc(-c3ccccc3)cc(C(=O)N3CCc4ccccc4C3)c2c1 | -7 | 5 | -8 | 2 | ? | -1 | 13 | -1 | 10 | 8
Cc1nc(Nc2ccccc2)sc1C(=O)c1ccc(F)cc1 | 6 | 8 | 0 | -21 | 0.2 | -2 | -11 | 4 | -5 | -5
Cc1cc(NC(=O)c2cc3ccccc3o2)cc(C)c1OCC(=O)N1CCOCC1 | -11 | -3 | 4 | -8 | 0.6 | 1 | -1 | -4 | -11 | -4
CCCc1cc(=O)[nH]c2nnc(SCC(=O)Nc3nnc(SCC)s3)n12 | 10 | -1 | -11 | -1 | -1.3 | -1 | -2 | 3 | / | /
O=c1[nH]c(CN2CCN(Cc3ccc4c(c3)OCO4)CC2)nc2ccccc12 | 12 | 2 | 1 | 0 | 0.2 | -1 | 0 | 4 | 5 | -6
O=C(c1ccccc1F)N1CCN(Cc2ccc3c(c2)OCO3)CC1 | -4 | ? | 5 | 8 | 0.3 | 6 | -24 | -5 | 2 | 1
CC(C)CCn1c(Oc2ccc(Cl)cc2)nc2c1c(=O)n(C)c(=O)n2C | 4 | 1 | -14 | -5 | -0.3 | 1 | -5 | -2 | -4 | 1
O=C(c1cccs1)N1C[C@H](n2cc(C3CC3)nn2)[C@@H](O)C[C@@H]1c1ccccc1 | -3 | -4 | 5 | -1 | -0.2 | -1 | / | / | / | /
O=C(C[n+]1ccc2ccccc2c1)c1ccc(NC(=O)c2ccccc2)cc1 | 14 | -12 | 12 | 0 | 1.2 | -8 | 4 | -5 | 28 | 1
COc1cccc(C(=O)NCC(=O)N/N=C/c2c(C)[nH]c3ccccc23)c1 | 9 | 1 | 3 | 0 | -1.2 | -9 | / | 4 | -6 | -1
COc1cc(-c2nnc(SCC(=O)N3CCOCC3)o2)cc(OC)c1OC | 14 | 3 | 8 | -2 | 2.1 | 1 | -3 | -1 | 2 | -3
Cc1cc(NC(=O)C(C)SCC(=O)OCc2ccc(Cl)cc2Cl)no1 (centres undefined) | 10 | 4 | 4 | -2 | -1.3 | 1 | -14 | -3 | / | /
Cc1ccc(OCC(=O)Nn2cnc3ccccc32)cc1 | 5 | 1 | -13 | -1 | 0.7 | 2 | 6 | -2 | 1 | -1
Cn1c(=O)c(C(=O)CN2CCN(S(=O)(=O)c3ccccc3)CC2)c(N)n(Cc2ccccc2)c1=O | 5 | -6 | 8 | -1 | 0.4 | 7 | -16 | -11 | -10 | 3
C/C(=N\NC(=O)CN1CCOCC1)C(C)(C)C | 5 | 2 | 8 | -1 | -0.3 | -1 | / | 2 | 3 | 1
CCn1nnnc1SCC(=O)NC1CCCC1 | -5 | -4 | -5 | -2 | 0.0 | -1 | -6 | 5 | 23 | 3
Cc1ccccc1NC(=S)N1CCCN(Cc2ccc(F)cc2)C1 | -10 | -7 | 11 | -3 | 2.0 | -9 | -1 | 6 | -5 | -4
C=CCSC1=Nc2sccc2C2=NC(=O)CN12 | 7 | -7 | 19 | -4 | 0.7 | -2 | -16 | 6 | 20 | 5
Cc1cc(C)c(S(=O)(=O)NCc2nc3nc(C)cc(C)n3n2)c(C)c1 | -4 | -2 | 0 | -10 | -0.1 | 0 | -1 | 7 | 37 | -1
Cc1cccc2sc(NNC(=O)c3ccc(S(=O)(=O)N4CC(C)CC(C)C4)cc3)nc12 (centres undefined) | 12 | -10 | 14 | -7 | 0.0 | 5 | 1 | 10 | 4 | 0
Cc1c(Cl)c([N+](=O)[O-])nn1Cc1ccc(C(=O)N/N=C\c2cc(Cl)ccc2O)o1 | 3 | -7 | 6 | 0 | 0.6 | 4 | / | -16 | 29 | 4
CCCn1c(=O)c(C(=O)NNC(=O)c2ccccc2[N+](=O)[O-])c(O)c2ccccc21 | -2 | -6 | / | -2 | -0.5 | -5 | / | 8 | 14 | 3
CC(=O)OC(C(=O)NC1CCCCC1)c1cccc(F)c1 (centres undefined) | -2 | -15 | -1 | -7 | -1.4 | -2 | -10 | 4 | 12 | -4
CCOC(=O)C1=C(C)NC(C)=C(C(=O)OCC)C1c1ccc(C)o1 | -2 | 0 | -11 | 1 | 0.3 | 3 | 5 | -2 | 18 | 6
Cc1cc(C)n2nc(C(=O)OCC(=O)c3ccccc3)nc2n1 | 8 | 7 | -28 | 1 | -0.2 | 1 | 5 | -1 | / | /
